Screening data (PubChem BioAssay)
PfGluPho inh: PfG6PD (Plasmodium falciparum) enzyme inhibition | PfGluPho enzyme, NADPH resazurin-diaphorase fluorescence | inhibition, % at 20 µM | actives 0.78% (n = 350,000);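 active = inhibition reaching at least a set limit at 20 µM in the primary screen, cut at about 59% in these data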;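 note: 0% = DMSO wells with substrate and 100% = DMSO wells lacking glucose-6-phosphate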
Apaf1 inhib: blocks human Apaf-1 apoptosome activity. reconstituted apoptosome caspase-3 activity, DEVD-Rh110 fluorescence. inhibition, % at 20 µM. actives 0.71% (n = 330,000); active = inhibition of at least 40% at 20 µM;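 note: plate controls were DMSO wells for no effect and DEVD-CHO caspase inhibitor wells for full effect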
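System: reconstituted apoptosome with Apaf-1, cytochrome c, caspase-9, procaspase-3, dATP; Signal: Rh110 fluorescence intensity; Schedule: 30 min compound preincubation, 50 min activation, room temperature; Reagent: cytochrome c trigger plus (Z-DEVD)2-Rh110 caspase-3 substrate.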
SENP1 inh: SENP1 (human) catalytic domain inhibition. inhibition, % at 10 µM. recombinant SENP1 catalytic domain, CyPet-SUMO1-YPet FRET cleavage. actives 0.21% (n = 360,000);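 active = inhibition at least 30% at 10 µM, raw YFP signal under a set limit, fluorescence ratio 0.5 to 1.5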;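 note: 0% = enzyme with DMSO and 100% = no enzyme wells; some results filed as inactive read as strong as hits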
Target sequence (Q9P0U3 419-644 limits assumed): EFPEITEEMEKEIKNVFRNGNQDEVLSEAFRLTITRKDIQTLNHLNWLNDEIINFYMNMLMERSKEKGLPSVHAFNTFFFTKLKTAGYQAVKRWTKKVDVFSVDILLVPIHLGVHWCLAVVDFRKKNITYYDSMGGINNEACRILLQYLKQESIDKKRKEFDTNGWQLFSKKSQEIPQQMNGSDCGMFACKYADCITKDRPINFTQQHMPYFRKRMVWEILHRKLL
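Compound: 10 µM single point, 0.5% DMSO; Test system: hSENP1 catalytic domain, recombinant; Timing: 50 min reaction at room temperature; Technique: FRET, CFP and YFP emission; Control set: no-enzyme wells low, DMSO-plus-enzyme wells high control.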
HKDC1 inh: blocks human hexokinase HKDC1 activity; recombinant HKDC1, G6PDH/diaphorase resazurin coupled fluorescence; actives 0.16% (n = 340,000); Q2TB90; AID 493160; inhibition, % at 20 µM;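 active = inhibition above about 35% when tested at 20 µM, limit read from the data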;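 note: plate controls were DMSO wells with enzyme for no effect and DMSO wells lacking enzyme for full effect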
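System: Recombinant HKDC1 hexokinase | Amount: HKDC1 at 5 µg/mL | Reagent: Glucose with 1 mM ATP | Doses: Single 20 µM dose | Incubation: Reaction time 90 min, room temperature, protected from light | Signal: Coupled resazurin fluorescence, excitation 525 nm, emission 613 nm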
SENP7 block: inhibitors of human SENP7 protease; Q9BQF6; recombinant SENP7, Z-RLRGG-aminoluciferin luminescence, 40 min; inhibition, % at 5 µM; actives 1.5% (n = 330,000); AID 434973;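 active = inhibition above about 50% at the single test dose, limit read from the data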;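 note: plate controls were DMSO with enzyme for no effect and no enzyme buffer wells for full effect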
NLRP3 yeast inh: blocks the NALP3 inflammasome reconstituted in yeast. Yeast reconstituted NLRP3/ASC/caspase-1, beta-gal luminescence, 24 h. inhibition, % at 10 µM. actives 0.39% (n = 330,000). AID 2825;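 active = inhibition of 50% or more; inactive = inhibition below 50%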;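 note: plate controls were induced DMSO wells for no effect and uninduced yeast grown without galactose for full effect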
SENP8 block-1: SENP8 (human) protease inhibition; inhibition, % at 20 µM; actives 0.64% (n = 360,000); recombinant SENP8, Nedd8 substrate fluorescence; AID 602440; Q96LD8; in the data active = inhibition mostly above about 40%, no sharp cut-off; inactive = mostly below about 27%
Target sequence (Q96LD8 whole entry, looked up): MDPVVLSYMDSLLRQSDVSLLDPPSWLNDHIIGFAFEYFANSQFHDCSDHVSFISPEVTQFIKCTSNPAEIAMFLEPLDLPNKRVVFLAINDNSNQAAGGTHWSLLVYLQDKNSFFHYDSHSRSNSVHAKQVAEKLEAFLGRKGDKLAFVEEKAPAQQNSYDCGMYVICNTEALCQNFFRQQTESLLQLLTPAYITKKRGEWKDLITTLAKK
SENP6 inh: blocks the human protease SENP6. actives 1.8% (n = 330,000). Q9GZR1. Recombinant SENP6 catalytic domain, aminoluciferin luminescence. inhibition, % at 10 µM;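 active = inhibition above about 50% at the single tested dose, limit read from the data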;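 note: plate controls were DMSO wells with enzyme for no effect and DMSO wells lacking enzyme for full effect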
Target sequence (Q9GZR1 628-1112 limits assumed): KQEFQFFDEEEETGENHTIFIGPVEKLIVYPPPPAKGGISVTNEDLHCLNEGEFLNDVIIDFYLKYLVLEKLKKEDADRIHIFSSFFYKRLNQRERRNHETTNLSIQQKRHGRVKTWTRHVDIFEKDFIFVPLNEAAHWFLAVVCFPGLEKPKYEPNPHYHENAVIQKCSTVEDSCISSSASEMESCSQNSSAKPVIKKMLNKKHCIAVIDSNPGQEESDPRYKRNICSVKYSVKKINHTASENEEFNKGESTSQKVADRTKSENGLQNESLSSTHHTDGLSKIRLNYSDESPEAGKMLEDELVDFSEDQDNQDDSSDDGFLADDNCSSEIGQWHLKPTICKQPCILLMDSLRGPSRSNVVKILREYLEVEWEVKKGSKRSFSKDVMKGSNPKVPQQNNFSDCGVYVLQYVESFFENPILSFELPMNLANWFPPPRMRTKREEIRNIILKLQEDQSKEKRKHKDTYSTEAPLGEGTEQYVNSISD
SENP8 block-2: blocks the human protease SENP8; inhibition, % at 10 µM; AID 2540; purified SENP8, Z-RLRGG-aminoluciferin cleavage, luminescence; actives 1.2% (n = 330,000); in the data active = inhibition above about 50%
An asterisk follows results filed as active; x = not tested or not shown.

item	SMILES	PfGluPho inh	Apaf1 inhib	SENP1 inh	HKDC1 inh	SENP7 block	NLRP3 yeast inh	SENP8 block-1	SENP6 inh	SENP8 block-2
1	Cc1ccccc1OCC(=O)Nc1sc2c(c1C#N)CC(C)(C)NC2(C)C	-15	7	-20	-4	1	22	7	-8	11
2	CC(C)c1ccc(NC(=O)c2cccnc2)cc1	18	1	1	9	12	23	9	8	10
3	O=C(COC(=O)Cc1ccc(Cl)cc1Cl)Nc1ccc(OC(F)F)cc1	24	11	3	-4	-5	19	22	1	-12
4	Cc1c(NC(=O)c2cn3ccccc3n2)cccc1-n1cnnn1	11	3	-2	-5	0	0	6	-8	-3
5	COc1ccc(CCNC(=O)COc2ccc3c(C)cc(=O)oc3c2)cc1	14	1	-3	0	-12	20	-98	18	-9
6	O=C(/C=C/c1ccco1)NC(=S)Nc1cccc(-c2nc3ccccc3o2)c1	-2	6	0	6	5	5	-39	19	15
7	COC(=O)C(C)Sc1nc2c(cnn2-c2ccc(Cl)cc2)c(=O)[nH]1 (stereo not given)	-40	4	2	4	5	12	18	9	5
8	CN(c1cccc(NS(=O)(=O)c2cccc([N+](=O)[O-])c2)c1)S(C)(=O)=O	-22	16	3	-2	7	13	18	10	-2
9	Cc1ccc(S(=O)(=O)N(C)C)cc1N	17	-2	2	9	-4	-7	-72	-11	0
10	O=S(=O)(N1CCOCC1)n1nnc2ccccc21	1	-18	1	-15	-5	14	11	-6	4
11	COc1ccc(/C=C2\SC(=S)N(CCC(=O)Nc3ccc(O)cc3)C2=O)cc1	-10	-1	-10	0	-6	19	17	-3	9
12	C=CCNc1nc2c(c(=O)n(C)c(=O)n2C)n1Cc1ccc(F)cc1	10	4	1	-2	3	8	7	-8	-1
13	C/C(=C\C(=O)c1ccc(Br)cc1)NCc1ccccc1	6	-235	1	-1	0	-3	-3	2	-3
14	CC(=O)Oc1ccccc1/C=C/c1nc2ccccc2c(=O)o1	15	9	3	6	66*	0	-41	76*	65*
15	COc1ccc(NC(=O)CN2C(=O)NC(C)(c3ccc4c(c3)OCCO4)C2=O)cc1S(N)(=O)=O (stereo not given)	-6	-1	1	1	-5	7	-12	-15	-10
16	O=C1C[C@@H]2c3c(cccc3CN1Cc1ccccc1F)C[C@@H](O)[C@H]2O	-4	x	-2	-4	x	x	18	x	x
17	O=C1/C(=C/C=C/c2ccco2)SC(=S)N1NS(=O)(=O)c1ccccc1	28	27	12	29	2	9	13	-19	-5
18	CC1CCc2c(sc(/N=C/c3cccnc3)c2C(N)=O)C1 (stereo not given)	33	3	-4	1	-7	5	-102	6	-9
19	Cc1noc(C)c1S(=O)(=O)N1CCC(C(=O)Nc2ccc(OC(F)(F)F)cc2)CC1	-10	-4	0	-5	-6	-2	8	-21	-4
20	O=C(CSc1nc2c(c(C(F)(F)F)n1)CCc1ccccc1-2)NCc1ccccc1	1	9	-2	-4	3	7	-11	7	3
21	Cc1ccc2nc(NC(=O)COC(=O)c3ccc(Br)o3)sc2c1	26	26	-22	5	1	-16	-25	26	3
22	Cc1cccc2nc(CSCc3ccco3)cn12	-1	-1	-13	-1	6	16	-21	3	6
23	Cc1nn(C)cc1CN(C)C(=O)c1sc2cccc(Cl)c2c1Cl	-11	-5	1	-12	0	29	17	-14	-4
24	COc1ccc(N=Cc2c(O)ccc3ccccc23)cc1	31	24	-28	17	16	10	7	12	-18
25	Cc1cccc2cccnc12	-4	-6	-3	1	4	7	1	2	-6
26	COc1cccc(-c2nnc(-c3ccc(C(F)(F)F)cc3)o2)c1OC	21	3	2	-4	-6	-6	-13	-5	-15
27	COc1ccc(NC(=O)N2CCc3cc(OC)c(OC)cc3C2)cc1	-4	-2	-1	-3	7	23	3	10	-5
28	Cc1ccc(OCC(=O)Nc2cc(NC(=O)COc3ccc(C)c(C)c3)cc(C(=O)O)c2)cc1C	-23	15	-6	6	-3	19	-32	0	3
29	CC(C)(C)C1C/C(=C/c2ccco2)C(=O)/C(=C/c2ccco2)C1 (stereo not given)	20	x	-29	13	x	x	-10	x	x
30	CCOC(=O)c1ccc(NC(=O)N2CCN(C(=O)C3CCCO3)CC2)cc1 (stereo not given)	-21	2	1	-9	9	-3	10	6	0

Sorted by number of heavy atoms (rising): some entries from above
item	SMILES	PfGluPho inh	Apaf1 inhib	SENP1 inh	HKDC1 inh	SENP7 block	NLRP3 yeast inh	SENP8 block-1	SENP6 inh	SENP8 block-2
25	Cc1cccc2cccnc12	-4	-6	-3	1	4	7	1	2	-6
22	Cc1cccc2nc(CSCc3ccco3)cn12	-1	-1	-13	-1	6	16	-21	3	6
24	COc1ccc(N=Cc2c(O)ccc3ccccc23)cc1	31	24	-28	17	16	10	7	12	-18
29	CC(C)(C)C1C/C(=C/c2ccco2)C(=O)/C(=C/c2ccco2)C1 (stereo not given)	20	x	-29	13	x	x	-10	x	x
27	COc1ccc(NC(=O)N2CCc3cc(OC)c(OC)cc3C2)cc1	-4	-2	-1	-3	7	23	3	10	-5

Next compounds
item	SMILES	PfGluPho inh	Apaf1 inhib	SENP1 inh	HKDC1 inh	SENP7 block	NLRP3 yeast inh	SENP8 block-1	SENP6 inh	SENP8 block-2
31	Cc1nc(C#N)c(N/N=C/c2c(F)cccc2Cl)o1	31	3	8	-6	-4	15	-12	10	6
32	Cc1nc2nc(-c3ccccc3)[nH]n2c(=O)c1Cc1ccccc1	4	26	0	-2	3	4	-4	-11	-4
33	Cc1ccc(NC(=O)NC(=O)COc2ccccc2C(N)=O)c(C)c1	-29	-8	1	3	3	26	19	-3	-3
34	CN(C)CCCNc1oc(-c2cccc(Cl)c2)nc1C#N	-11	-6	-1	-10	9	12	-460	12	3
35	CCOc1cc(C(=O)N(C)Cc2cc3cc(OC)ccc3[nH]c2=O)cc(OCC)c1OCC	-10	-9	-13	-2	-2	15	-316	-6	-7
36	CN1C(=O)C(C)(C)c2cc(S(=O)(=O)N3CCC(C(=O)NCc4ccc(Cl)cc4)CC3)ccc21	3	13	2	-7	-7	10	7	0	8
37	O=C(Nc1cc(N2CCOCC2)ncn1)c1ccccc1	-17	8	0	-5	9	34	9	-19	-4
38	Cc1csc(SCC(=O)N(c2ccccc2)C(C)C)n1	-9	-3	1	-3	-13	24	0	-2	-12
39	O=C(NCc1cccnc1)C1c2ccccc2C(=O)N1C1CCCC1 (stereo not given)	14	5	1	-5	2	22	14	-4	-2
40	CC(C)CNC(=O)COC(=O)c1c2c(nc3ccccc13)CCC2	-3	7	-4	-3	6	12	-42	4	2
41	CCN(CC)C(=O)COc1ccc2oc(C)c(C(=O)OC)c2c1	8	-2	-2	5	4	12	12	-8	-1
42	Cc1cc(C)cc(NS(=O)(=O)c2cc(C(=O)NCc3ccccn3)ccc2Cl)c1	-18	5	1	2	4	-6	11	0	-5
43	O=C(NCCCN1CCOCC1)c1cc2c(s1)CCC2	0	0	2	-3	1	1	13	-5	7
44	Fc1cc(F)c2nc(N3CCOCC3)sc2c1	-11	9	-1	-6	0	-18	28	11	2
45	COc1ccc(N=C2S/C(=C\c3ccco3)C(=O)N2CC(C)C)cc1	-1	5	4	-7	3	13	21	5	5
46	CSc1nc2c(c(=O)[nH]1)C(c1ccc(F)cc1)CC(=O)N2 (stereo not given)	-1	-1	1	-7	5	-28	7	0	2
47	CC(C)NC(=S)NC1(C)CCS(=O)(=O)C1 (stereo not given)	-6	3	2	-9	-7	7	0	-19	-5
48	CC(NC(=O)c1ccc2c(c1)OCO2)C(c1cccs1)N1CCN(c2ccccc2)CC1 (stereo not given)	-5	11	4	1	8	6	20	-10	-1
49	Cc1cc(Cl)ccc1OCC(=O)Nc1cccc(S(=O)(=O)NC2=NCCCCC2)c1	-11	25	1	-4	-10	16	2	-11	-11
50	N=C1S/C(=C\c2ccc(-c3cccc(Cl)c3)o2)C(=O)N1c1nccs1	-14	x	-30	25	x	x	7	x	x
51	Cc1ccc(CNc2nc3ccccc3n3nnnc23)cc1	3	0	-118	-4	8	19	-412	-6	-10
52	CCOC(=O)c1c(SCC(=O)Nc2nc(C)cs2)nc(=O)[nH]c1C	-24	-2	0	5	-3	10	12	-9	1
53	CCc1ccc(-n2c(=O)c3ccc(C(=O)NCCc4ccccc4)cc3n(CC(N)=O)c2=O)cc1	-9	2	0	-10	6	8	-4	-6	4
54	CC(=O)Nc1ccc(S(=O)(=O)NCCNC(=O)c2ccccc2F)cc1	4	-2	1	1	1	0	1	-10	4
55	O=C(COc1ccc(Cl)cc1)NCc1nnc(SCC(=O)NCCc2ccccc2)o1	6	7	4	5	-15	5	6	-2	-10
56	C/C(=N\NC(=O)CCn1nnc2ccccc21)c1ccco1	7	-30	1	-1	2	16	16	0	1
57	Cc1ccc(C)c(NC(=O)COc2cccc3c2CCN(Cc2ccccc2C)C3=O)c1	6	11	5	15	4	5	0	-6	-6
58	C=CCNc1nc(Nc2ccc(OC)cc2)nc(OC)n1	-7	4	1	-3	12	13	-1	3	4
59	CC(=O)c1ccc(N=Nc2ccc(N)cc2)cc1	-7	-15	4	2	78*	49	46*	75*	49
60	O=C(c1ccccc1S(=O)(=O)NCC(O)COc1ccc([N+](=O)[O-])cc1)N1CCCCC1 (stereo not given)	-3	3	0	6	-4	19	13	-3	-3
61	CCCn1nnc(NC(=O)c2ccc(OCC)c(Cl)c2)n1	-25	-9	2	-4	-4	-5	0	-14	-7

Part of the list above in another layout:
46. CSc1nc2c(c(=O)[nH]1)C(c1ccc(F)cc1)CC(=O)N2 (stereo not given)
  PfGluPho inh: -1; Apaf1 inhib: -1; SENP1 inh: 1; HKDC1 inh: -7; SENP7 block: 5; NLRP3 yeast inh: -28; SENP8 block-1: 7; SENP6 inh: 0; SENP8 block-2: 2
47. CC(C)NC(=S)NC1(C)CCS(=O)(=O)C1 (stereo not given)
  PfGluPho inh: -6; Apaf1 inhib: 3; SENP1 inh: 2; HKDC1 inh: -9; SENP7 block: -7; NLRP3 yeast inh: 7; SENP8 block-1: 0; SENP6 inh: -19; SENP8 block-2: -5
